Bioassay records: PubChem BioAssay, several laboratories
TNF death inh: TNF-alpha cell death inhibition in Jurkat FADD-/- cells. Jurkat FADD-/- TNF necroptosis rescue, ATP luminescence, 24 h; 0 = TNF only, 100 = no-TNF cells. AID 463075. activation (protection from cell death), % at 10 µM. 0.068% of 220,000 active;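 active = activation, meaning protection from cell death, of at least 50% relative to plate controls; inactive = activation below 50%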;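 note: necroptosis triggered by 40 ng/mL TNF-alpha added together with compound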
Runt-CBFb FRET: inhibitors of human RUNX1 Runt domain binding to CBFb. Q01196+Q13951. Cerulean-Runt/Venus-CBFb FRET ratio 530/480, 1 h. inhibition, % at 20 µM. 0.46% of 220,000 active. AID 1496;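 active = inhibition over about 50% at 20 µM in the single-dose screen, limit read from the data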;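 note: 0% = DMSO wells and 100% = excess unlabeled CBFb competitor control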
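Doses: 20 µM compound in 1% DMSO | Material: Cerulean-labeled Runt domain protein | Amount: Each fluorescent fusion protein 100 nM | Schedule: Two 1 h room-temperature incubations shielded from light | Measured by: FRET fluorescence | Evaluation: Loss of energy transfer signal | Controls: Unlabeled CBFb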
Hck-Nef inh: human Hck-Nef kinase inhibition; P08631; Recombinant Hck-YEEI plus Nef, Z-Lyte FRET kinase assay; inhibition, % at 20 µM; 0.68% of 220,000 active;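 active = Hck-Nef kinase inhibition above about 50%, limit read from the data; inactive = inhibition below that limit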;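 note: 0% = DMSO with Hck plus Nef and 100% = Hck alone without Nef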
EP2 antag: blocks the human prostaglandin E2 receptor EP2; inhibition, % at 25 µM; 0.52% of 260,000 active; C6 glioma cells expressing human EP2, cAMP TR-FRET; cells stimulated with saturating PGE2;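 active = percent inhibition above 40 after rounding to a whole number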;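 note: rat C6 glioma host cells with rolipram phosphodiesterase inhibitor present; the protocol text gives 20 µM as final concentration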
EP2 mod: modulators of human EP2 prostaglandin E2 receptor | P43116 | EP2-expressing cells, cAMP HTRF FRET, PGE2 co-stimulation | induction, % at 25 µM | 0.83% of 260,000 active;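 active = compounds whose cAMP rise, as percent of the full-agonist control response, exceeds 60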;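 note: rat C6 glioma line stably carrying human EP2 under a CMV promoter; the protocol text gives 20 µM as final concentration; 100% = response of wells given 1 µM PGE2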
PERK inh: human PERK inhibition, primary cell-based screen; AID 1416; 0.17% of 220,000 active; inhibition, % at 5.6 µM; Q9NZJ5; CHO PERK-DD fusion, SEAP luminescence translation reporter;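 active = inhibition above the mean inhibition of all tested compounds plus 3 SD, set separately per screening campaign, cut at about 2.9% in these data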;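 note: PERK kinase domain activated by AP20187 dimerizer at 100 nM; 0% = DMSO with dimerizer and 100% = rapamycin at 8.4 µM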
Target sequence (Q9NZJ5 whole entry, looked up, the tested form may be a part): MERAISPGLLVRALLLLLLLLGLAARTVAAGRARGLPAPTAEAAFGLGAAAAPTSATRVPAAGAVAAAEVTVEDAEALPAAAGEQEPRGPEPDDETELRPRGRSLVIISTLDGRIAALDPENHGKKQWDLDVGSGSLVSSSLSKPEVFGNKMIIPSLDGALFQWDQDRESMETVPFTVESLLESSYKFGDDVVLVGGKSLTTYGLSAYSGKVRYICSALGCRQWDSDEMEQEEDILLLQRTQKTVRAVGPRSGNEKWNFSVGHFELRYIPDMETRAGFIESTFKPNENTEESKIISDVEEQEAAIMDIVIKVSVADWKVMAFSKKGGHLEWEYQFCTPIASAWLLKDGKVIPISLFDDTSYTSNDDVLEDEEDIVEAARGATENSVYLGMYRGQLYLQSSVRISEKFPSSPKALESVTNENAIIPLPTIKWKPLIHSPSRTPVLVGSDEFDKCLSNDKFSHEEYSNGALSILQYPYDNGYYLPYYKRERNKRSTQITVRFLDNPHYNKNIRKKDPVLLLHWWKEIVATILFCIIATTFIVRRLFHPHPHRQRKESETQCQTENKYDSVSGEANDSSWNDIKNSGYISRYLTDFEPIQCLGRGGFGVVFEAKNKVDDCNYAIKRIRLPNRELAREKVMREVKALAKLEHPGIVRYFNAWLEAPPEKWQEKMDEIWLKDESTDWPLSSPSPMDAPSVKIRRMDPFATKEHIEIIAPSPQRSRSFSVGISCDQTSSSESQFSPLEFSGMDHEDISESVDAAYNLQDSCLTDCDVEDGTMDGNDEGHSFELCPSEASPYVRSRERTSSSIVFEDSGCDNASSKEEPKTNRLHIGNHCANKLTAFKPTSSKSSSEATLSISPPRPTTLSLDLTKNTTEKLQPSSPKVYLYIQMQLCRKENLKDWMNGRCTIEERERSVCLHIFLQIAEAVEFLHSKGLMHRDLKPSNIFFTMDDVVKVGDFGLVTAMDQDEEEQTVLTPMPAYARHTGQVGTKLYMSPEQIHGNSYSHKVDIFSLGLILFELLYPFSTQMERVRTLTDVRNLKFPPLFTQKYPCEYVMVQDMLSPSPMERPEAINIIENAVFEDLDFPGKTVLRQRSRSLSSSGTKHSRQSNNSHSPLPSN
Runt-SMMHC FRET: inhibitors of human RUNX1 Runt domain binding to CBFb-SMMHC | Cerulean-Runt/Venus-CBFb-SMMHC FRET ratio 530/480, 1 h | Q01196+Q13951 | 0.74% of 220,000 active | inhibition, % at 20 µM;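 active = mean inhibition across duplicate retests at 20 µM reaching about 50%, limit read from the data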;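 note: 0% = DMSO wells and 100% = wells with excess untagged CBFb-SMMHC; inhibitors lower the FRET ratio by blocking Runt binding to CBFb-SMMHC; some results filed as inactive read as strong as hits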
zVAD death inh: L929 zVAD cell death inhibition | L929 zVAD necroptosis rescue, ATP luminescence, 24 h; with zVAD 60 µM | viability rescue, % at 10 µM | 0.38% of 220,000 active;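 active = activation, scaled between plate controls, above about 75%, limit read from the data; inactive = activation under that limit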;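 note: 0% = zVAD with DMSO and 100% = DMSO alone without zVAD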
RBBP9 inh: human RBBP9 hydrolase inhibition; inhibition, % at 7.94 µM; 0.2% of 220,000 active; O75884; recombinant RBBP9, FP-Rh probe fluorescence polarization; AID 1515;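 active = inhibition above the campaign mean of all tested compounds plus 3 SD, cut at about 14% in these data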;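 note: plate controls were DMSO wells with RBBP9 for no effect and wells lacking RBBP9 protein for full effect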
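Assay system: recombinant human RBBP9; Reagent: Serine-hydrolase probe FP-Rh, 375 nM pre-mixing; Doses: 7.94 µM single dose, 0.794% DMSO; Incubation: 30 min then 45 min, 25 °C; Detection: fluorescence polarization (mP), excitation 525 nm, emission 598 nm; Evaluation: percent inhibition from mP, scaled between DMSO and no-protein wells.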
Active calls of the source: *; / = no result given; & = joins results of further samples.

SMILES	TNF death inh	Runt-CBFb FRET	Hck-Nef inh	EP2 antag	EP2 mod	PERK inh	Runt-SMMHC FRET	zVAD death inh	RBBP9 inh
NC(=O)NC(CC(=O)NCCc1ccc(S(N)(=O)=O)cc1)c1ccccc1Cl (stereo not drawn)	1.1	1	12	21	9	1.2	0	0.5	-11
COC(=O)/C(=C1/Oc2ccc(C)cc2S1)C(F)(F)F	2.0	2	-3	6	16	1.3	3	0.3	-5
Cc1ccc(NC(=O)c2c(Cl)nc3ccccn23)cc1	0.4	2	0	4	1	0.2	-1	44	-7
CC(C)CC(=O)Nc1nc(=S)ss1	-0.8	5	1	20	-16	0.7	6	0.9	-2
CCNC(=S)NNC(=O)CCn1c2ccccc2c2ccccc21	-2.3	-3	1	10	-28	0.5	3	0.0	-9
CCn1ccc(C(=O)Oc2ccc(Cl)cc2)n1	-0.8	-4	-2	17	-3	0.5	0	-0.2	-2
CCC(=NCCc1ccc(OC)c(OC)c1)C1=C(O)CC(C)(C)CC1=O	0.0	-2	20	7	-3	-0.1	-3	-0.1	-5
Cc1ccc2c(C(=O)N3CCN(c4ccccc4)CC3)cc(-c3cccnc3)nc2c1C	-0.1	-7	-16	14	12	0.1	-4	0.1	-3
CCOc1ccc(CNC(=O)c2ccc(Sc3ccc(C)cc3)c(NC(C)=O)c2)cc1OC	2.3	-4	0	8	0	-1.0	0	2.7	-6
COC(=O)CC1Sc2ccccc2NC1=O (stereo not drawn)	1.1	-1	2	4	3	0.8	-1	2.1	-7
O=C1CC(c2ccc(OCCCCCOc3ccc(C4CC(=O)NC4=O)cc3)cc2)C(=O)N1 (stereo not drawn)	-3.4	-1	20	15	0	0.4	1	1.8	-3
CCOc1ccc(-n2c(=O)[nH]cc(C(=O)Nc3ccc(OC)c(OC)c3)c2=O)cc1	1.3	2	28	10	-6	2.5	4	-1.1	-3
O=C(c1ccc(Cl)cc1)N1CCC(O)(CSc2ccc(Cl)cc2Cl)CC1	-5.7	-3	1	20	-55	-0.1	-6	0.7	-8
CSc1nc2ncc3c(n2n1)CC1c2ccccc2CCN1C3=O (stereo not drawn)	-2.6	17	9	2	9	0.2	42	0.0	-9
Cc1cccc(C)c1NC(=S)N(CCN(C)C)C(C)c1cccnc1 (stereo not drawn)	0.1	1	-8	1	-16	0.9	-4	-0.6	-1
Cc1cccc(NC(=O)NC(C)C(c2ccccc2)N2CCN(C)CC2)c1 (stereo not drawn)	1.5	0	17	5	-14	0.8	-4	-1.9	-5
COc1ccc(/C=N/OCC(=O)N=Nc2c(O)[nH]c3ccc(Br)cc23)cc1	10	/	5	7	-60	0.3	0	1.9	-14
CN(CCc1ccccn1)C(=O)CCC1CCCN(C(=O)c2c3c(nn2C)CCCC3)C1 (stereo not drawn)	0.0	1	22	5	-7	-0.6	0	-0.9	-7
Cc1ccc(NC(=O)CCn2nc(C)cc2C)c(C)c1	1.9	1	-1	11	-1	1.0	1	2.1	2
Cn1c(N2CCN(C(=O)Nc3ccc(C(F)(F)F)cc3)CC2)nc2ccccc21	-8.6	-1	2	6	8	-1.7	-2	1.2	-7
COc1ccccc1CP(=O)(c1ccccc1)c1ccccc1	0.5	0	-1	4	15	-1.1	3	-0.5	-11
Clc1ccccc1-c1nn2c(-c3ccncc3)nnc2s1	0.8	24	1	5	16	1.2	4	2.1	-1
Cc1noc(C)c1S(=O)(=O)Nc1ccccc1Oc1ccccc1	-0.3	1	-5	10	26	-0.2	-6	0.1	1
CN(C)c1cc[n+](/C(C(=S)Nc2ccc(SC(F)F)cc2)=C(/[O-])c2ccccc2)cc1	1.7	10	23	4	-4	1.3	9	13	-4
CN(C)Cc1cccc([N+](=O)[O-])c1O	0.5	-2	20	9	0	1.7	-1	0.3	0
(listing goes on)
SMILES	TNF death inh	Runt-CBFb FRET	Hck-Nef inh	EP2 antag	EP2 mod	PERK inh	Runt-SMMHC FRET	zVAD death inh	RBBP9 inh
Cc1cc(N2CCCC2)nc2ccc(NC(=S)NCCCOC(C)C)cc12	1.0	5	25	6	-41	0.5	5	-0.9	-2
Cn1c(N)c(S(=O)(=O)NCc2ccc(Cl)cc2)c(=O)n(C)c1=O	1.4	0	22	6	23	0.5	1	3.3	2
NC(CSS(=O)(=O)O)=NCCC12CC3CC(CC(O)(C3)C1)C2	1.1	42	-1	6	12	1.0	23	1.2	3
COc1ccc(N(C(=O)c2ccc(Br)o2)C2C=CS(=O)(=O)C2)cc1 (stereo not drawn)	0.8	2	0	2	6	0.8	1	0.0	9
O=S(=O)([O-])CCC[N+]1(CC#Cc2ccccc2)CCCCC1	0.0	/	24	4	6	0.0	-2	2.5	-6
Cc1cc(C)n(-c2ncc3c(n2)N(C)CCOC3=O)n1	2.6	1	30	9	20	1.2	4	-0.3	-6
COC(=O)CCCNS(=O)(=O)c1ccc2ccccc2c1	-0.3	-2	9	7	13	0.4	-2	-0.1	-3
CN(C)C(=S)c1ccc2ccccc2n1	0.0	-2	3	6	1	0.7	4	0.0	-4
CCOC(=O)C1CCN(c2c(NCc3ccc(C(=O)NC4CCCC4)cc3)c(=O)c2=O)CC1	0.1	1	1	8	-11	-0.3	2	0.4	-2
CNS(=O)(=O)c1cc(C(=O)OCC(=O)NC2CCCc3ccccc32)ccc1Cl (stereo not drawn)	1.1	-1	2	6	11	0.8	8	0.1	-9
O=[N+]([O-])c1ccc2[nH]c(O)c(N=NC(=S)Nc3cccnc3)c2c1	-2.1	2	50	5	-13	0.2	-4	-0.5	8
CCn1nc(C)c(/C=N/NC(=O)c2c[nH]c3ccccc23)c1C	7.7	-1	1	5	-16	0.6	1	0.6	-7
Cc1ccc(NC(=O)CN2CCC3(O)CCCCC3C2c2ccc3c(c2)OCO3)c(C)c1 (stereo not drawn)	-3.1	-4	6	3	-11	-0.9	1	0.7	4
CCc1nnc(NC(=O)c2c(OC)cccc2OC)s1	-0.2	0	-1	2	10	-0.1	-6	0.1	3
CCCC(C)n1[nH]c(=O)c2c(C)cc(C)nc21 (stereo not drawn)	-0.8	-3	0	18	19	-0.1	-2	-0.3	-6
CCOCCCNC(=S)NCCNc1nc2c(C)cccc2cc1C#N	-2.2	68*	11	6	-11	-2.1	93*	1.1	-2
O=C(NCc1ccc2c(c1)OCO2)c1cc(-n2cnnc2)ccc1Cl	-1.2	-12	0	2	1	1.9	5	0.0	-6
Cc1cccc(C(=O)N2CCN(Cc3ccc4c(c3)OCO4)CC2)c1	0.2	2	4	9	-16	0.8	3	-0.6	-8
Cc1c(NC(=O)c2ccc(N(C)S(C)(=O)=O)cc2)c(=O)n(-c2ccccc2)n1C	-0.2	1	1	8	-1	0.1	3	1.6	1
CCCCCC(=O)Nc1ccc(-c2csc(N)n2)cc1	-0.1	-2	14	3	-26	1.4	3	0.0	-5
C/C(Cl)=C\Cn1c(O)c(N=NC(N)=S)c2ccccc21	-0.2	-6	24	2	35	0.0	0	-2.3	-4
Oc1ccc(NCc2ccccc2OCc2ccccc2)cc1	-3.0	0	20	4	31	0.7	17	2.1	3
COc1cc(C(=O)NC(=S)Nc2cccc(-c3cc4ccccc4oc3=O)c2)cc(OC)c1OC	-9.4	-2	-1	8	7	-0.8	-28	1.1	-11
CC(C)Cc1cc(C(=O)Nc2cc(Cl)ccc2Cl)no1	1.1	-4	22	/	25	0.0	2	-0.1	-2
Cc1ccc(Cn2c(=N)c(C(=O)NCc3ccco3)cc3c(=O)n4ccccc4nc32)cc1	-1.0	29	17	6	13&6	0.0	/	-0.5	-5
(more compounds)
SMILES	TNF death inh	Runt-CBFb FRET	Hck-Nef inh	EP2 antag	EP2 mod	PERK inh	Runt-SMMHC FRET	zVAD death inh	RBBP9 inh
CCN(C(=O)COC(=O)c1ccc(Cl)c(N)c1)C1CCS(=O)(=O)C1 (stereo not drawn)	-0.9	/	0	8	14	1.1	-4	0.0	1
c1ccc([C@H]2CC3C[C@@H](c4ccccc4)N2O3)cc1	4.7	/	0	8	16	0.2	1	-0.4	-5
N#CCCN(Cc1cccnc1)C(=S)NC1CC2C=CC1C2 (stereo not drawn)	2.4	0	4	16	-18	0.5	2	0.1	5
O=C(CSc1nnc(Cn2nnc(-c3ccccc3)n2)n1-c1ccccc1)Nc1ccc(F)cc1	0.5	-2	0	7	11	-1.6	0	0.3	-6
O=C(O)C1CCCCC1C(=O)NCc1ccccn1 (stereo not drawn)	0.8	0	-20	4	-10	0.8	0	-0.8	1
CCC1COC(c2cccn2Cc2ccc(Cl)cc2)=N1 (stereo not drawn)	0.5	-5	9	3	65*	0.2	-3	-0.8	-7
Cc1ccc(Nc2nnc(SCc3ccccc3)s2)cc1	-0.9	-4	1	14	-33	0.8	6	1.3	2
COC(=O)c1sccc1NC(=O)c1csc(C)c1	-1.1	-1	0	5	47	1.4	6	0.6	-10
Cc1ccc(-n2c(-c3ccccc3)n[nH]c2=S)cc1	-1.4	6	-2	13	18	1.0	17	-0.2	-8
N#Cc1nc(-c2ccco2)oc1NCCCn1ccnc1	1.2	1	0	6	6	1.1	-3	0.1	2
CCOc1cc(/C=N\NC(=O)c2ccc(NC(=O)CC)cc2)ccc1OC(=O)c1ccccc1	-3.7	-2	4	6	30	0.3	-3	0.3	-4
CCOC(=O)CN(C(=O)Cn1nnc(-c2ccc(C)cc2)n1)C(CC)C(=O)NC1CCCC1 (stereo not drawn)	-2.8	-3	2	10	30	-0.9	0	-0.4	2
c1ccc(CN2C3=NCCN3c3ccccc32)cc1	0.2	-1	2	7	20	0.2	-4	-0.7	-5
O=C(c1ccc([N+](=O)[O-])cc1)N(c1ccccn1)c1ccccn1	1.0	4	21	5	14	-0.1	-2	0.8	8
COc1cc2nc(CN3CCOCC3)n(CC(=O)NCC(F)(F)F)c(=O)c2cc1OC	6.1	2	8	4	14	1.7	-4	1.9	0
COc1cc(CNCc2cccnc2)ccc1OCc1ccccc1	0.6	0	19	3	-40	-0.6	18	-0.6	-5
Cc1ccc(S(=O)(=O)N2CCCC(C(=O)N3CCCc4ccccc43)C2)cc1 (stereo not drawn)	-5.2	0	1	13	-9	1.1	1	-0.4	7
CN(C)C(=S)NC(=O)c1cccc(Cl)c1	-0.8	0	-2	8	21	1.6	3	0.5	5
CC(C)NC(=S)N1CCN(Cc2ccc3c(c2)OCO3)CC1	-0.6	2	16	7	-1	-0.1	-2	-0.1	0

Only Runt-CBFb FRET, for some of the entries so far:
molecule	Runt-CBFb FRET
CCOC(=O)CN(C(=O)Cn1nnc(-c2ccc(C)cc2)n1)C(CC)C(=O)NC1CCCC1 (stereo not drawn)	-3
O=C(CSc1nnc(Cn2nnc(-c3ccccc3)n2)n1-c1ccccc1)Nc1ccc(F)cc1	-2
COc1cc(CNCc2cccnc2)ccc1OCc1ccccc1	0

These rows are one share of the data; count on the stated rates, not on these rows.
